# Compound activity as filed in PubChem.
# HCMV antiviral = inhibitors of human cytomegalovirus | actives 4.5% (n = 410,000) | HFF cells, HCMV-luciferase reporter, 72 h; stronger effect = lower value | activity change, negative = inhibition, % at 57.5 µM | AID 1259415; in the data active means activity change below about -60%; inconclusive means no clear call, values can overlap the other calls; inactive means above about -39%
#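 Compounds were evaluated in HFFs infected with an HCMV luciferase reporter virus (MOI 1 PFU/cell). Luciferase in lysates collected 72 h post infection served as the replication measure.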
# HCV inh = blocks hepatitis C virus; AID 651820; Huh7.5.1 HCVcc-Cre infection, luciferase reporter, 44 h; Potency, µM (series often up to 41.8 µM), without a hit: top-dose activity change, negative = inhibition, most hits filed as inhibitors; actives 3.4% (n = 340,000); active means well fitted inhibition curve with a large enough effect; inconclusive means small, poorly fitted or top-dose-only effect, or another doubt; inactive means no such curve, though single readings can be large or run the other way; further: potency means the concentration at half of the fitted maximal effect
#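 Reporter virus HCVcc-Cre (~0.5 moi) infects cells exposed to compound; seeding density 1,000 cells/well with 4 h settling beforehand. Luminescence, 15 sec read, taken 44 h post-infection following a 15 min RT substrate incubation.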
# * hit, by the source's call; ? = inconclusive; [ ] = dose if it differs, or a comment. On the % scale 0 is the no-effect control and ±100 the full control effect. This is a subset (hit frequency here may not be typical).
# Every second line gives: HCMV antiviral	HCV inh
1	Nc1c(N(Cc2ccco2)C(=O)COc2ccc(Cl)cc2)c(=O)[nH]c(=O)n1Cc1ccccc1
  0	?
2	Cc1ccc(SC2=C(N(C)C)C(=O)c3ccccc3C2=O)cc1
  -4	?
3	O=C(CC1C[C@H](C(=O)N2CCCCC2)[C@@]2(CCc3ccccc3)c3[nH]c4ccccc4c3CCN2C1=O)NCCc1ccccn1 (stereo partly drawn)
  -26	-7%[8.37 µM]
4	CCCCn1c(N)c(N(CC(C)C)C(=O)c2cc3ccccc3cc2OC)c(=O)[nH]c1=O
  1	-6%
5	CCOC(=O)c1sc(N)nc1C(F)(F)F
  12	10%
6	CN1CCc2cc3c(cc2C1)OCO3
  4	4%
7	CCCNC(=O)N1[C@H]2CC[C@@H]1C(C(=O)OC)=C(c1cccc(OC)c1OC)C2
  -5	8%
8	CS(=O)(=O)N(CC(=O)N1CCc2ccccc2C1)c1ccc(Br)cc1
  23	1%
9	CC(=O)C1C(C)CC2C3CCC4CC(=O)CCC4(C)C3CCC21C (stereo not drawn)
  5	-13%
10	Cc1ccc(OCc2nnc(SCC(=O)N3CCc4ccccc43)n2C)cc1
  21	0%
11	Cc1nc(N)sc1-c1ccccc1
  -24	-11%
12	O=C(c1ccccc1)c1ccc(N2CCOCC2)cc1
  53	-8%
13	COc1ccc(CN(C)CCCn2cnc(C(=O)Nc3ccc(C)c(C)c3)n2)cc1OC
  -18	8%
14	CCOC(=O)C[C@H]1c2cc(F)ccc2S(=O)(=O)N1C1CCCCC1
  -27	-10%
15	Cc1ccc2c(c1)NP(=S)(Oc1ccccc1)N2 (stereo not drawn)
  -17	-18%
16	COc1cc(C=NO)nc(-c2ccccn2)c1
  -100*	?
17	Cc1cc2c(SCC(=O)Nc3cccc(O)c3)ncnc2s1
  54	22%
18	C[C@H](NC(=O)c1ccco1)C(=O)Nc1nc(-c2ccccn2)cs1
  -25	-13%
19	COC(=O)c1sccc1NC(=O)c1ccccc1Br
  -23	?
20	O=C(NNC(=O)c1ccc([N+](=O)[O-])cc1)c1ccc(F)cc1
  0	2%

# Following part
# Every second line gives: HCMV antiviral	HCV inh
21	CCCCCCCCCCCCN1[C@@H](CC(=O)OC)c2cc(F)ccc2S1(=O)=O
  12	10%
22	CC(=O)c1cccc(NC(=O)c2ccc([N+](=O)[O-])o2)c1
  -87*	?
23	CC(C)C[C@@H](CN1CCCC1CN1C(=S)NC[C@@H]1Cc1ccc(O)cc1)N1C[C@H](Cc2ccccc2)N(CC2CCCCC2)C1=S (stereo partly drawn)
  -71*	22µM*
24	CCN1CCC(O)(/C=C/c2ccc(C(C)C)cc2)C(C(=O)/C=C/c2ccc(C(C)C)cc2)C1 (stereo not drawn)
  -61*	7.9µM*
25	C#CCOCCOCCOCCNc1nc(N2CCN(C(=O)[C@H]([C@@H](C)CC)n3cc(CCC(=O)O)nn3)CC2)nc(N2CCN(C(=O)[C@H](CCCCN)n3cc(CCC(=O)O)nn3)CC2)n1
  12	4%[8.37 µM]
26	Cn1c(=O)c2nc(SCc3ccccc3)n(C)c2n(C)c1=O
  -29	1%
27	C[C@@H]1CN(S(=O)C(C)(C)C)[C@H](CCO)/C1=C\CCO (stereo partly drawn)
  16	5%[8.37 µM]
28	O=C(NCC(c1cccs1)N1CCOCC1)c1cc(S(=O)(=O)N2CCOCC2)ccc1Cl (stereo not drawn)
  23	6%
29	O=C(O)c1ccc2cc(-c3ccccc3)[nH]c2c1
  -14	-4%
30	CCOC(=O)c1ccc(S(=O)(=O)N2CCN(C3CC(=O)N(c4ccc(OC)cc4)C3=O)CC2)cc1 (stereo not drawn)
  -9	23%
31	COC(=O)c1c[nH]c2c1-c1cc(C(=O)OCc3ccccc3)n(S(=O)(=O)c3ccc(C)cc3)c1C(=O)C2=O
  112	?
32	CCOC(=O)c1sc(N2C(=O)C(O)=C(C(=O)c3ccco3)C2c2ccc([N+](=O)[O-])cc2)nc1C (stereo not drawn)
  -24	-18%
33	O=C(NNC(=O)c1cccc2ccccc12)c1ccc(Cl)cc1
  ?	?
34	Cc1ccc(NC(=O)c2oc3ccc(Br)cc3c2C)cc1S(=O)(=O)N1CCOCC1
  -5	1%
35	CC(=O)NC(CC(C)C)C(=O)NC(Cc1ccccc1)C(=O)CCl (stereo not drawn)
  -11	?
36	Cn1c(=O)c2[nH]c(NN=Cc3cccc(Br)c3)nc2n(C)c1=O
  54	-19%
37	CN(C)CCOC1c2ccccc2CCc2ccc3ccccc3c21 (stereo not drawn)
  ?	?
38	O=C(Cc1ccc(NC(=O)C2CCCN(C(=O)CCc3ccccc3)C2)cc1)Nc1cccc(C(=O)N2CCCC2)c1 (stereo not drawn)
  -17	-22%[8.37 µM]
39	Cc1ccc(C)c(Oc2coc3cc(OC(=O)c4cccs4)ccc3c2=O)c1
  3	2%
40	COc1cc2nncc(SC)c2cc1OC
  56	9%

# Other results
# Every second line gives: HCMV antiviral	HCV inh
41	Cc1ccc(S(=O)(=O)N2CCN(C(=O)COC(=O)CNC(=O)c3ccccc3F)CC2)c(C)c1
  -20	12%
42	CCOP(=O)(CCP(=O)(OCC)OCC)OCC.C[CH2][Sn]([Cl])([Cl])[CH2]C
  -101*	1.6µM*
43	Cc1ccc(NC(=S)NNc2ccc(C(=O)O)cc2[N+](=O)[O-])cc1C
  ?	26%
44	COc1ccc([C@H]2/C=C\CN(S(=O)(=O)c3ccc4ccccc4c3)[C@@H](C)C(=O)N2Cc2ccc(F)cc2)cc1
  5	?
45	O=C1C(=O)c2c(ccc3ccccc23)-c2ccccc21
  9	-1%
46	CCCCN1C(=O)C(C(=O)OCC)CC2=C1CCCC2=O (stereo not drawn)
  -3	-20%[8.37 µM]
47	O=S(=O)(NCC(c1cccnc1)N1CCN(c2ccc(F)cc2)CC1)c1cc(F)ccc1F (stereo not drawn)
  -27	-5%
48	Cc1ccc(C(=O)Nc2cccc3cccnc23)cc1Br
  68	0%
49	CCOC(=O)C1(CCC(=O)OCc2ccccc2)CCCCC1=O (stereo not drawn)
  -1	-1%
50	CC1CC(C)CN(CC(O)COC2CC(C)CC(C)(C)C2)C1 (stereo not drawn)
  -23	-14%
51	COc1cc(C(=O)c2ccc3c(c2)OCO3)cc(OC)c1OC
  -83*	-11%
52	CCC1(O)CC(c2ccccc2)=NN1C(=O)c1ccccc1F (stereo not drawn)
  -10	13%
53	Fc1ccc(NC(=S)NN=Cc2ccccc2Cl)cc1
  -16	-28%
54	CN[C@H]1CCc2cc(OC)c(OC)c(OC)c2-c2ccc(OC)c(=O)cc21
  -95*	-8%
55	OCC[C@@H]1C[C@H](O)[C@@H](O)[C@@]2(CCCCO2)O1
  2	25%
56	COc1cc(CNC(=O)c2cc3ccccc3oc2=O)cc(OC)c1OC
  -6	-11%
57	CC(=O)c1cc(C)c(OC(=O)c2ccccc2)c(C)c1
  -4	32%[activator]
58	N#CC12C(=O)NC(=O)C1(C#N)C21CCCC1 (stereo not drawn)
  1	15%
59	CCCC(=O)NC1CCc2cc(OC)c(OC)c(OC)c2-c2ccc(OC)c(=O)cc21 (stereo not drawn)
  -91*	?
60	O=C(O)c1ccc(N=C2c3ccccc3-c3ccccc32)cc1
  1	-9%

# More compounds:
# Every second line gives: HCMV antiviral	HCV inh
61	COc1ccccc1C=NN1C(=O)CSC1=S
  -1	12%
62	Fc1cccc(CCN2CCNC[C@@H]2Cc2ccccc2)c1
  -9	?
63	CN(C)c1ccc(C=NNC(=O)c2cccnc2)cc1
  11	22%
64	CC(C)(O)C#Cc1ccc(C(=O)NCc2ccccc2)s1
  26	-22%
65	Cc1ccc(S(=O)(=O)N(C)c2ccc(OCC(=O)Nc3cc(C(=O)O)ccc3Cl)cc2)cc1
  0	0%
66	Nc1cc2[nH]c(=O)c3ccccc3c2cc1[N+](=O)[O-]
  -17	?
67	NC(=O)c1nc(-c2ccccc2)c(-c2ccccc2)[nH]c1=O
  11	3%
68	CCN(CC(=O)NCc1cccs1)C(=O)c1ccc(N(C)S(=O)(=O)c2ccc(C)cc2)cc1
  -9	-29%
69	CC(C)(C)N1CC(C(=O)c2ccccc2)C1c1ccccc1 (stereo not drawn)
  ?	26%
70	O=C(NCc1ccccc1)C1=C[C@H](c2ccc(Br)cc2)C[C@H](OCCCCO)O1
  25	7%
71	C[N+](C)(CCOc1ccccc1)Cc1ccccc1
  15	-27%
72	CCOC(=O)CN1CC(C)(C)N(CC(=O)OCC)CC1(C)C
  -39	14%
73	Cc1ccc2c(c1C)-c1c(ccc(C)c1C)C(=O)C2=O
  -96*	11µM*
74	CC(=O)c1ccc(Nc2nc(-c3ccccc3)nc3ccccc23)cc1
  13	?
75	OCCCn1c(CCNc2nc(-c3ccc(Cl)cc3)cs2)nc2cc(C(F)(F)F)ccc21
  -63*	?
76	O=C(CCCCCCCC(=O)N1CCCCCC1)N1CCCCCC1
  -31	-19%
77	COC(C/C=C\[C@@H](O)[C@@H](C)OCc1ccccc1)OC
  -4	2%
78	N#CCc1ccnc2ccccc12
  -24	1%
79	O=C(CC(=O)c1ccccc1)Nc1ccc([N+](=O)[O-])cc1
  32	-28%
80	Cc1onc(-c2ccccc2Cl)c1C(=O)Nc1cc(=O)n(C)c(=O)n1C
  14	18%

# Other entries follow:
# Every second line gives: HCMV antiviral	HCV inh
81	CCOC(=O)c1cn(C2CC2)c2c(F)c(NCCCN(C)C)c(F)cc2c1=O
  46	13%
82	Cc1ccc2c(c1)/C(=N/OS(=O)(=O)c1ccccc1)CCS2
  43	-1%
83	O=S(=O)(NCCOc1ccccc1Cl)c1ccc2oc3ccccc3c2c1
  34	-22%
84	COc1cccc(CNC(=O)c2cccc(S(=O)(=O)N3CCN(Cc4ccccc4)CC3)c2)c1
  -9	-12%
85	O=C(Oc1ccc(/C=N/NC(=O)c2ccccn2)cc1)c1cccc(F)c1
  18	22%
86	CCN(C(=O)COC(=O)c1nc(Cl)ccc1Cl)c1c(N)n(Cc2ccccc2)c(=O)[nH]c1=O
  12	4%
87	O=C(Nc1ccccc1)N1Cc2ccccc2-n2nncc2C1
  9	?
88	Cc1ccc(OCCNC(=O)CCc2nc3sc4c(c3c(=O)[nH]2)CCCC4)cc1
  -32	-5%
89	c1ccc2oc(-c3nn4c(Cn5cnc6ccccc65)nnc4s3)cc2c1
  21	13%
90	C=CCNC(=O)C1CC2c3ccccc3C1c1ccccc12 (stereo not drawn)
  -24	7%
91	COc1cc(OC)nc(Oc2cccc(Cl)c2C)n1
  -14	12%
92	COc1ccc2c(c1)/C(=C\c1cccc(/C=C3/C(=O)Nc4ccc(OC)cc43)n1)C(=O)N2
  -98*	2.8µM*
93	CCCCC1(CCO)C(=O)NC(=S)NC1=O
  -37	-3%
94	O=C(c1cc(-c2ccccc2)nn1CC1CC(c2cccnc2)=NO1)N1CCOCC1 (stereo not drawn)
  -6	23%
95	CC[C@]12C(=O)N(C)C[C@H]([C@@H]3C(=O)N(Cc4ccccc4)C(=O)[C@@H]31)N2C(=O)c1ccccc1
  -6	14%
96	Cn1c(=O)c2[nH]c(N=NN3CCCCC3)nc2n(C)c1=O
  15	-2%
97	CCN1C[C@@H]2[C@@H]3C(=O)N(C)C(=O)[C@@H]3[C@](C)(C1=O)N2C(=O)c1ccc(Br)cc1
  0	18%
98	C#Cc1ccc([C@H]2C=C(C(=O)NCc3nc4ccccc4[nH]3)O[C@@H](OCc3ccc(CO)cc3)C2)cc1
  50	2%
99	O=C(COc1ccc(Cl)cc1)N1N=C(c2cccs2)CC1c1ccco1 (stereo not drawn)
  -33	?
100	O=c1[nH]nnc2c1sc1nc(N3CCOCC3)c3c(c12)CCCC3
  0	7%

# Continuation.
# Every second line gives: HCMV antiviral	HCV inh
101	O=C(c1ccccc1Cl)c1c(O)c2ccccc2oc1=O
  13	16%
102	CC1CN(Cc2ccccc2)C(=S)NC1=O (stereo not drawn)
  -6	33%[activator]
103	COc1ccc(-c2ccc3c(c2)[C@@H]2C[C@H](N(C)S(=O)(=O)c4ccccc4)[C@H]([C@H](C)O)C(=O)N2CC3)cc1
  -6	?
104	COC(=O)c1ccc(COC(=O)CNC(=O)CNC(=O)c2ccc(OC)cc2)cc1
  3	1%
105	CN(C(=O)c1cccc(NC(=O)Cc2ccc(NC(=O)C3CCN(C(=O)CCc4ccccc4)CC3)cc2)c1)C1CCCCC1
  -9	-15%
106	CCN(Cc1nc2ccccc2c(=O)[nH]1)Cc1cc(=O)oc2cc(C)c(C)cc12
  18	?
107	CCN(C(=O)COC(=O)C12CC3CC(CC(O)(C3)C1)C2)c1c(N)n(Cc2ccccc2)c(=O)[nH]c1=O
  0	16%
108	CCn1c2ccccc2c2nnc(SCN3C(=O)c4ccccc4C3=O)nc21
  -39	18%
109	Cc1ccc(-c2nnc3c4ccccc4c(C)nn23)cc1S(=O)(=O)N1CCN(C)CC1
  45	-19%
110	CC(C)c1cc(C(C)C)c(S(=O)(=O)N2CCNCC2)c(C(C)C)c1
  -18	6%
111	COC(=O)C1=C(c2ccccc2)C[C@@H]2CC[C@H]1N2C(=O)N1CCOCC1
  7	10%
